Compound activity from PubChem.
HCV inhibitor: qHTS Assay for Inhibitors of Hepatitis C Virus (HCV); 340,000 compounds, 3.4% hits; Huh7.5.1 HCVcc-Cre infection, luciferase reporter, 44 h; Potency, µM (top dose mostly 41.8 µM), inactives show at the top dose activity change, negative = inhibition, hits mostly inhibitors; further: potency means the concentration at half of the fitted maximal effect; on the % scale 0 is the no-effect control and ±100 the full control effect
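Seed cells (1,000/well) for 4 h; treat with compound and infect with HCVcc-Cre, moi about 0.5. Incubate 44 h, then detect luciferase activity.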
LmPK inh: qHTS Assay for Inhibitors of Leishmania Mexicana Pyruvate Kinase (LmPK). Q27686. purified LmPK, Kinase-Glo ATP luminescence, 1 h. Potency, µM (top dose mostly 57.5 µM), inactives show at the top dose activity change, negative = inhibition, hits mostly inhibitors. 290,000 compounds, 0.37% hits; further: potency means the concentration at half of the fitted maximal effect; on the % scale 0 is the no-effect control and ±100 the full control effect
Target sequence (Q27686 whole entry, looked up): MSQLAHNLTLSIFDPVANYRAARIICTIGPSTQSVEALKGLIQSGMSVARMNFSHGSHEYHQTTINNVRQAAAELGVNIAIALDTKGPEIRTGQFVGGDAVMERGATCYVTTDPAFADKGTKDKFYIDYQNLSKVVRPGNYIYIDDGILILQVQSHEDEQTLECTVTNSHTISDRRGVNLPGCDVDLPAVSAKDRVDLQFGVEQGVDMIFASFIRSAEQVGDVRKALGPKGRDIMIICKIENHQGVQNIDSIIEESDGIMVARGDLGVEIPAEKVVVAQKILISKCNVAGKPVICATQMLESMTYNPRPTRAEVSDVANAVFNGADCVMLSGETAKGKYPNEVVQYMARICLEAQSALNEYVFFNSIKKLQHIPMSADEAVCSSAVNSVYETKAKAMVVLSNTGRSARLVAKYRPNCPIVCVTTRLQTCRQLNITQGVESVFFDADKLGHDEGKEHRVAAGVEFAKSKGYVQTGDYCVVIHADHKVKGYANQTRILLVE
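Purified LmPK (0.1 nM) with 0.5 mM PEP and 0.1 mM ADP in imidazole buffer pH 7.2 with MgCl2/KCl, 1 h at room temperature. ATP formed was read by luciferase luminescence and normalized to no-enzyme and uninhibited controls.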
Tb PYK inh: qHTS of Trypanosoma Brucei Inhibitors. TbPYK enzyme, Kinase-Glo Plus ATP luminescence, 45 min. 410,000 compounds, 0.12% hits. Potency, µM (series often up to 76.8 µM), inactives show at the highest dose activity, negative = inhibition, most hits filed as inhibitors. pyruvate kinase (Trypanosoma brucei), Q57TT1. AID 624173, 2012; further: potency means the concentration at half of the fitted maximal effect; on the % scale 0 is the no-effect control and ±100 the full control effect; nearly all actives have a fitted effect of over 50% in size
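TbPYK + substrate in 50 mM TEA pH 7.2, 100 mM KCl, 10 mM MgCl2, 0.05% BSA, 0.01% Tween-20; cpd pinned; ADP 130 uM final; 45 min RT; Kinase-Glo Plus 10 min; luminescence endpoint.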
Shiga toxin inh: A qHTS for Small Molecule Inhibitors of Shiga Toxin; Vero cells, Shiga toxin protein synthesis inhibition reporter; inhibition, % at 38.7 µM; 290,000 compounds, 9.2% hits; AID 2315, 2010; in the data active means inhibition mostly above about 28%, no sharp cut-off; inactive means mostly below about 43%; further: 0% is about no effect
Pf growth 96h: Primary qHTS for delayed death inhibitors of the malarial parasite plastid, 96 hour incubation. Potency, µM (highest dose often 28.7 µM), inactives show at the top dose activity change, negative = inhibition, usual class: inhibitors. P. falciparum luciferase reporter growth, 96 h. 320,000 compounds, 6.9% hits. AID 504834, 2011; further: potency means the concentration at half of the fitted maximal effect; on the % scale 0 is the no-effect control and ±100 the full control effect
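Erythrocytes infected with luciferase-expressing P. falciparum were dispensed at 2% hematocrit and 0.05% parasitemia (final), then incubated with compounds 96 hours at 37 C in 5% CO2. Luminescence after detection reagent addition reported growth.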
Cycloheximide cs: Cycloheximide Counterscreen for Small Molecule Inhibitors of Shiga Toxin; cell reporter, cycloheximide protein synthesis inhibition counterscreen; max response, %; 300,000 compounds, 12% hits; AID 2314, 2010; in the data active means max response mostly above about 13%, no sharp cut-off; inactive means mostly below about 14%; further: read at 38.3 µM for the half of the compounds with a filed dose; 0% is about no effect
Pf growth 48h: Primary qHTS for delayed death inhibitors of the malarial parasite plastid, 48 hour incubation | AID 504832, 2011 | Potency, µM (series often up to 28.7 µM), for inactives: at the top dose activity change, negative = inhibition, actives largely listed as inhibitors | P. falciparum luciferase growth in erythrocytes, 48 h | 310,000 compounds, 5.9% hits; further: potency means the concentration at half of the fitted maximal effect; on the % scale 0 is the no-effect control and ±100 the full control effect
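Growth was read as firefly luciferase luminescence after a 48 h, 37 C, 5% CO2 exposure of compounds to reporter-bearing P. falciparum cultures (0.1% parasitemia, 2% hematocrit final) in Albumax-supplemented RPMI 1640.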
An asterisk follows results filed as active; ? = inconclusive; . = not tested or not shown; & = joins results of further samples; [ ] = dose if it differs, or a comment. Unless noted, the call rests on the fitted dose curve; in most records, active means well fitted curve in the direction sought with a large enough effect; inconclusive means small, poorly fitted or top-dose-only effect, or another doubt; inactive means no such curve, though single readings can be large; an effect the other way counts as inactive or inconclusive.

1. COc1ccc(C(=O)NC(=S)Nc2ccc(NC(=O)c3ccco3)cc2)cc1[N+](=O)[O-]
2. O=C(Nc1ccc(C(=O)N2CCCC2)cc1)c1ccccc1F
3. CN(Cc1ccccn1)Cc1cn(Cc2ccccc2)nc1-c1ccc2c(c1)OCO2
4. O=C(c1cc2n(n1)C(C(F)(F)F)CC(c1ccco1)N2)N1CCN(c2ccccn2)CC1 (configuration not stated)
5. Cc1cc(F)ccc1S(=O)(=O)Nc1ncnc2sccc12
6. CC(=O)Nc1ccc(/C(C)=N/NC(=O)CN(c2ccccc2Br)S(C)(=O)=O)cc1
7. COc1ccccc1CC(=O)NNC(=O)CN(C)S(=O)(=O)c1ccc(Cl)cc1
8. COc1cccc(CNC(=O)C2CCC(CNc3nc(=S)[nH]c4ccccc34)CC2)c1 (configuration not stated)
Compound,1,2,3,4,5,6,7,8
HCV inhibitor,-22%,7%,?,-29%,7%,13%,-3%,2µM*
LmPK inh,-2%,14µM*,2%,2%,-10%,-3%,.,-2%
Tb PYK inh,1%,?,1%,5%,0%,2%,-9%,3%
Shiga toxin inh,-6,66*,17,2,-17,17,.,-17
Pf growth 96h,18%,.,?,-10%,40%[activator],?,3%,25%
Cycloheximide cs,-1,36*,6,0,5,8,.,-11
Pf growth 48h,7%,113%[activator],?,-21%,37%[activator],26%,13%,?

9. CC(C)(C)OC(=O)N1CCC(NC(=O)c2ncn(Cc3ccccc3)c2C(=O)NC2CCN(C(=O)OC(C)(C)C)CC2)CC1
10. Cc1ccc(NC(=O)CN(C)C(=O)COC(=O)c2oc3ccccc3c2C)cc1
11. COc1ccc(Cn2c(=S)[nH]c3cc(C(=O)N4CCN(c5ccccc5)CC4)ccc3c2=O)cc1
12. CSc1nnc(-c2sccc2OCc2ccc(C)cc2)n1C
13. CCOC(=O)C1CCN(C(=O)c2ccc3c(c2)NC(=O)/C(=C\c2cccc(C)c2)S3)CC1
14. COc1ccc(OC)c(CCNC(=O)c2ccccc2NC(=O)C2=C(C)OCCS2)c1
15. CCn1c(CN2C(=O)CSc3ccccc32)n[nH]c1=S
16. COc1ccc(N2CCN(c3ccc(NC(=O)c4ccc5c(c4)OCO5)cc3C#N)CC2)cc1
Compound,9,10,11,12,13,14,15,16
HCV inhibitor,-20%,?,-5%,-8%,11µM*,?,0%,-2%
LmPK inh,.,.,-7%,1%,2%,-2%,16%,5%
Tb PYK inh,2%,4%,-1%,6%,3%,2%,?,-2%
Shiga toxin inh,.,.,-1,-5,-8,-8,-3,-1
Pf growth 96h,?,-7%,?,?,85%[activator],?,?,6%
Cycloheximide cs,.,.,-5,-3,0,5,-3,4
Pf growth 48h,5.2µM*,-12%,10%,?,?,?,-13%,10%

17. CN1CCc2c(sc3c2C(=O)NC(c2cn(Cc4ccccc4)c4ccccc24)N3)C1 (configuration not stated)
18. CCSc1nnc(NC(=O)Cc2ccccc2OC)s1
19. O=C(Cc1ccccc1)NNS(=O)(=O)c1ccc(F)cc1
20. Cc1cc(C(=O)N2CCCC(Nc3ccccc3)C2)c2ccc(F)cc2n1 (configuration not stated)
21. CC/C(O)=C1\C(=O)CCCC1=NCCc1nc2ccccc2[nH]1
22. CCN1CCN(CCCNC(=O)c2ccc(/C=C3/Oc4ccccc4N(Cc4cccc(C)c4)C3=O)cc2)CC1
23. CCOc1ccc(NC(=O)CSc2nc(N)c(-c3ccccc3)c(=O)[nH]2)cc1
24. O=C(NC1CCCCC1)C(c1ccc(F)cc1)N(Cc1ccccc1)C(=O)CN1C(=O)c2ccccc2S1(=O)=O (configuration not stated)
Compound,17,18,19,20,21,22,23,24
HCV inhibitor,11%&-27%,13%,-3%,-1%,.,?,6%,6%
LmPK inh,-5%,0%,9%,-9%,-7%,7%,0%,6%
Tb PYK inh,1%,-10%,9%,0%,.,2%,-1%,6%
Shiga toxin inh,2,20,-16,21,-14,27,-6,-12
Pf growth 96h,?,38%[activator],?,64%[activator],?,?,92%[activator],19%
Cycloheximide cs,-1,7,-2,-3,-3,-2,-1,7
Pf growth 48h,?,40%[activator],-22%,3%,0%,?,-2%,-12%

25. CCc1cccc(NS(=O)(=O)c2ccc3c(c2)CCC(=O)N3)c1
26. Cc1cc[n+](C(C)C(=O)c2ccc(-c3ccccc3)cc2)cc1 (configuration not stated)
27. O=C(NCc1ccc(F)cc1Cl)C1CCN(S(=O)(=O)N2CCCCC2)CC1
28. COc1ccc(/C=C/c2c([N+](=O)[O-])c(=O)n(C)c(=O)n2C)cc1
29. Cc1ccccc1-c1nnc(SCCC(=O)N2CCOCC2)o1
30. Cc1onc(-c2ccccc2Cl)c1C(=O)N(C)C1CCCCC1
31. COc1ccc(NC(=O)CN(C)C(=O)c2ccc(NS(=O)(=O)c3cccc([N+](=O)[O-])c3)cc2)cc1
32. COc1ccc(NC(=O)CN(C)C(=O)c2cccc(S(=O)(=O)N3CCN(c4ccccc4)CC3)c2)cc1
Compound,25,26,27,28,29,30,31,32
HCV inhibitor,?,?,-22%,2%,23%,-19%,-3%,?
LmPK inh,4%,-4%,7%,-2%,1%,7%,.,.
Tb PYK inh,-6%,-10%,1%,-16%,3%,4%,-4%,-4%
Shiga toxin inh,-15,42,-7,-10,70*,-2,.,.
Pf growth 96h,22%,26%,3.3µM*,13µM*,?,?,-2%,?
Cycloheximide cs,-3,-5,5,1,23*,-1,.,.
Pf growth 48h,?,1.2µM*,-18%,?,95%[activator],.,-25%,?

From no. 25 as far as 27, as listed above:
25. CCc1cccc(NS(=O)(=O)c2ccc3c(c2)CCC(=O)N3)c1
26. Cc1cc[n+](C(C)C(=O)c2ccc(-c3ccccc3)cc2)cc1 (configuration not stated)
27. O=C(NCc1ccc(F)cc1Cl)C1CCN(S(=O)(=O)N2CCCCC2)CC1
Compound,25,26,27
HCV inhibitor,?,?,-22%
LmPK inh,4%,-4%,7%
Tb PYK inh,-6%,-10%,1%
Shiga toxin inh,-15,42,-7
Pf growth 96h,22%,26%,3.3µM*
Cycloheximide cs,-3,-5,5
Pf growth 48h,?,1.2µM*,-18%

(continued)
33. O=C(CSc1nnc(-c2cccnc2)n1-c1ccccc1)Nc1ccccc1
34. CCOC(=O)c1c(NC(=O)C2COc3ccccc3O2)sc2c1CCN(Cc1ccccc1)C2 (configuration not stated)
35. Cc1onc(-c2ccccc2Cl)c1C(=O)NNC(=O)c1ccc(F)cc1
36. Cc1cc(C)n2nc(C(=O)N3CCN(c4ccc([N+](=O)[O-])cc4)CC3)nc2n1
37. Cc1cc(=O)oc2cc(OCC(=O)NCCCN3CCCC3=O)ccc12
38. Cn1c2c(c(=O)n(C)c1=O)C(CC(=O)Nc1ccccc1)C(=O)N2 (configuration not stated)
39. CCC(C)c1ccccc1N1CC(C(=O)N2CCN(S(=O)(=O)c3cccc([N+](=O)[O-])c3)CC2)CC1=O (configuration not stated)
40. Cc1oc2c(C)c(O)ccc2c(=O)c1N1C(=O)c2ccccc2C1=O
Compound,33,34,35,36,37,38,39,40
HCV inhibitor,15%,?,-6%,-8%,3%,19%,-2%,-4%
LmPK inh,-4%,-6%,-7%,-4%,-2%,-2%,.,4%
Tb PYK inh,-4%,-3%,0%,5%,0%,5%,0%,-3%
Shiga toxin inh,-6,-10,-6,15,20,-12,.,7
Pf growth 96h,66%[activator],2.3µM*,-8%,5.9µM*,7%,-22%,?,18%
Cycloheximide cs,9,-2,-2,-3,1,-2,.,1
Pf growth 48h,?,4.7µM*,14%,?,-2%,-8%,?,21%

41. Cc1ccc(OCc2nc(C#N)c(NCc3ccco3)o2)cc1
42. O=C(Cn1ccsc1=NC(=O)C(F)(F)F)c1ccccc1
43. COC(=O)C1=C(N)OC2=C(C(=O)CCC2)C1c1cccs1 (configuration not stated)
44. COc1cccc(C2N(c3ccc(Cl)cc3)C(=O)C3CCCN32)c1 (configuration not stated)
45. CN(Cc1ccccc1)C(=O)CCC1CCN(C(=O)CC2=CCCCC2)CC1
46. COc1ccc(CCC(=O)N/N=C\c2cccs2)cc1
47. COc1ccc(S(=O)(=O)NC(C)C)cc1-n1cnnn1
48. COc1cc2[nH]c(C(=O)Nc3ccc4c(c3)OCCO4)cc2c(OC)c1OC
Compound,41,42,43,44,45,46,47,48
HCV inhibitor,-2%,-1%,13%,-3%,0%,13%,8%,?
LmPK inh,7%,5%,3%,2%,-8%,12%,-2%,3%
Tb PYK inh,-3%,-1%,-3%,-3%,-8%,-15%,-2%&0%,-7%
Shiga toxin inh,25,71,10,-3,21,-3,-3,91*
Pf growth 96h,?,89%[activator],-18%,5.2µM*,14%,56%[activator],24%,?
Cycloheximide cs,8,30*,-2,-1,26,21,-3,40*
Pf growth 48h,.,153%[activator],21%,-3%,?,9.3µM*,19%,?

49. CCC(C)NCCOCCOc1ccc(Cl)c(C)c1C (configuration not stated)
50. O=C(CCN1CCCCC1)NNC(=O)C12CC3CC(CC(C3)C1)C2
51. CC(C)=CCN1CCN(CCCn2cccn2)CC1CCO (configuration not stated)
52. O=C(NC1=NCCS1)c1ccc(OCC2CCCO2)cc1 (configuration not stated)
Compound,49,50,51,52
HCV inhibitor,10µM*,25%,19%,-4%
LmPK inh,-1%,1%,-2%,0%
Tb PYK inh,-8%,0%,5%,1%
Shiga toxin inh,-9,-13,-21,51*
Pf growth 96h,14%,41%[activator],-2%,2%
Cycloheximide cs,-3,-2,-2,30*
Pf growth 48h,?,12%,3%,216%[activator]

One compound at a time, from the list above:
O=C(NC1=NCCS1)c1ccc(OCC2CCCO2)cc1 (configuration not stated) in the list: HCV inhibitor = -4%; LmPK inh = 0%; Tb PYK inh = 1%; Shiga toxin inh = 51*; Pf growth 96h = 2%; Cycloheximide cs = 30*; Pf growth 48h = 216%[activator]
CCC(C)NCCOCCOc1ccc(Cl)c(C)c1C (configuration not stated) in the list: HCV inhibitor = 10µM*; LmPK inh = -1%; Tb PYK inh = -8%; Shiga toxin inh = -9; Pf growth 96h = 14%; Cycloheximide cs = -3; Pf growth 48h = ?
